# N370S GC: inhibitors or activators of N370S glucocerebrosidase for Gaucher disease. 330,000 compounds, 0.092% hits. N370S GC spleen homogenate, 4MU-glucoside fluorescence. AID 2101. Potency, µM (doses to about 59.4 µM), without a hit: top-dose activity change, negative = inhibition, most hits filed as inhibitors. P04062;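 further: 0% = full enzyme activity and -100% = no enzyme basal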
# FEN1 inh: human FEN1 inhibition; P39748; Recombinant FEN1 flap cleavage, fluorescence, 15 min; Potency, µM (series often up to 114 µM), for the others: at the highest dose activity change, negative = inhibition, most hits filed as inhibitors; 390,000 compounds, 0.35% hits; AID 588795; further: nearly all actives have a fitted effect of over 65% in size
# Target sequence (P39748 whole entry, looked up): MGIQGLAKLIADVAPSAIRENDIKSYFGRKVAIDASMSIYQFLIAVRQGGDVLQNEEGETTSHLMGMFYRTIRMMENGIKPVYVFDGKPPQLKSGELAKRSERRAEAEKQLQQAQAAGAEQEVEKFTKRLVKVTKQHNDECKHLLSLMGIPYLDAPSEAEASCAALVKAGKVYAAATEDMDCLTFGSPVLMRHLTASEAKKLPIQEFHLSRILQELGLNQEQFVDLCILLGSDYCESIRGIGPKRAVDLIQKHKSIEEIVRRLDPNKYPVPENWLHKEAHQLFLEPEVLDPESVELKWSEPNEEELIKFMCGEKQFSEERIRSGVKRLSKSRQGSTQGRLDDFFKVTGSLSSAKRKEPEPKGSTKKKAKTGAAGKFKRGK
#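 Enzyme 10 nM, 15 min RT preincubation with compound; start with substrate 50 nM final; reads at 0 and 15 min; qHTS titration, four-parameter Hill fit.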
# TDP1 cell CPT: growth inhibition of DT40 Tdp1-/-;hTDP1 cells with camptothecin (screen for TDP1 inhibitors). AID 686979. 420,000 compounds, 12% hits. Potency, µM (titrated, usually from 46.2 µM), for the others: top-dose activity change, negative = growth inhibition, most hits filed as inhibitors. chicken DT40 Tdp1-/-;hTDP1 cells + 20 nM CPT, ATP luminescence, 48 h; further: nearly all actives have a fitted effect of over 55% in size
#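 Cell growth measured by CellTiter-Glo luminescence after a minimum 48 h, 37 C compound exposure with 20 nM CPT in Tdp1-knockout DT40 cells stably expressing hTDP1, seeded 400/well; qHTS titration format.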
# The depositor's hits bear a star; ? = inconclusive; . = no result given; & = joins results of further samples. The call rests on the fitted dose curve; in most records, active means well fitted curve in the direction sought with a large enough effect; inconclusive means small, poorly fitted or top-dose-only effect, or another doubt; inactive means no such curve, though single readings can be large; an effect the other way counts as inactive or inconclusive. Unless noted, on the % scale 0 is the no-effect control and ±100 the full control effect; potency means the concentration at half of the fitted maximal effect. This is a subset; count on the stated rates, not on these rows.
# Order of results – N370S GC	FEN1 inh	TDP1 cell CPT
O=C1C(=O)N(Cc2ccc(Cl)c(Cl)c2)c2ccccc21
  -7%	.	2.7µM*
Nc1ccc(Oc2ccc3nc(-c4ccccc4)c(-c4ccccc4)nc3c2)cc1
  -2%	-3%	?
Cc1nn(CC2CC2)c(=O)n1-c1ccc(Cl)cc1
  5%	2%	2%
CCn1ccnc1CN1CCc2c([nH]c3ccccc23)C1C1CCCCC1 (stereo not drawn)
  -21%	4%	?
Cc1ccc(C)c(N2CCN(C(=O)C3CCN(c4nnc(N5CCCC5=O)s4)CC3)CC2)c1
  9%	-2%	23µM*
Oc1ccc(/C=N/NC(=S)NCCN2CCOCC2)c(O)c1
  -3%	-4%	?
CCNC(=O)/C(=C/c1ccc2c(c1)OCO2)NC(=O)c1ccc(Br)cc1
  -26%	-1%	4%
CCCc1cc(C(=O)NCCc2ccccc2)no1
  3%	-4%	-15%
C/C(=N\O)c1ccc(Cl)cc1Cl
  -6%	5%	5%
O=C(Nc1ccc2c(c1)OCO2)N1CCC(CO)(CC2CCCCO2)CC1 (stereo not drawn)
  0%	3%	22%
COc1ccc2nc(NN=C(C)c3ccccn3)cc(C)c2c1
  .	?	1.6µM*
CC(C)Oc1cccc(-c2nnc(SCC(=O)Nc3ccc4c(c3)OCCO4)n2N)c1
  -15%	-3%	-26%
CCc1ccc(CNC(=O)c2ccc(OC3CCN(C(=O)COC)CC3)cc2)nc1
  -1%	-4%	-10%
COc1ccc(NC(=O)Cn2cccc2)cc1Cl
  4%	2%	-2%
O=[N+]([O-])c1ccccc1Oc1ccccc1Cl
  -2%	1%	-1%
Nc1nc2c(nc(N3CCCCC3)n2[C@@H]2O[C@H](CO)[C@@H](O)[C@H]2O)c(=O)[nH]1
  2%	-1%	-12%
COC(=O)/C=C1/SC(=NC(=O)c2ccc(Cl)cc2)NC1=O
  .	-7%	-17%
CN1CCN(c2ncc3nc(-c4cccs4)c(=O)n(Cc4ccc(F)cc4)c3n2)CC1
  -16%	.	13µM*
Clc1cccc(N2CCN(c3nc4ccccc4c4nc(-c5cccnc5)nn34)CC2)c1
  .	2%	-8%
COc1ccc(CN(C#N)c2nc(C)cc(C)n2)cc1
  -3%	7%	-5%
COC(=O)C(C(=O)N1CCN(C)CC1)C1CCCCCC1 (stereo not drawn)
  -1%	-4%	-21%
O=[N+]([O-])c1ccc(CSC2=NCCS2)cc1
  3%	-1%	6%
Cc1ccc(Cl)cc1-n1ncc2c(NCCc3ccccc3)ncnc21
  .	-18%	16µM*
CCOc1ccccc1-n1nnnc1SCC(=O)NC(=O)Cc1ccccc1
  -2%	-8%	5%
Cc1cc(NC(=O)Cc2ccccc2)no1
  5%	-1%	-20%
O=C(c1ccc(F)cc1)N(NC(=O)C(O)(c1ccccc1)c1ccccc1)c1ccccc1
  5%	-1%	?
Cc1nc(CS(=O)(=O)c2ccccn2)sc1C(=O)NNC(=O)c1ccc(Cl)cc1
  -4%	1%	3%
O=C(Cn1cc(C(F)(F)F)ccc1=O)NC1CCCC1
  .	-6%	15%
Cc1ccc(S(=O)(=O)N/N=C/c2ccc(O)c(O)c2)cc1[N+](=O)[O-]
  20%	18%	?
COc1cc(/C=N/N(C)C2=NS(=O)(=O)c3ccccc32)cc(OC)c1OC
  -5%	12%	-9%

# Additional records follow:
# Order of results – N370S GC	FEN1 inh	TDP1 cell CPT
O=C(CN1C(=O)CSC1=O)Nc1ccc(N2CCOCC2)cc1
  0%	11%	-8%
CCOC(=O)c1c(N)sn(-c2ccccc2C)c1=S
  -2%	-8%	23µM*
Cc1cc(N2CCOCC2)nc2ccc(NC(=O)CCC(=O)N3CCC(C)CC3)cc12
  2%	2%	1%
CN(c1ccc(C(=O)NCC2CCCO2)cc1)S(C)(=O)=O (stereo not drawn)
  3%	-2%	4%
Cc1cc(C(=O)Nc2ncn[nH]2)ccc1[N+](=O)[O-]
  1%	-2%	-1%
Cn1c(C(=O)OC(C(=O)NC2CCCCC2)c2ccccn2)cc2sccc21 (stereo not drawn)
  ?	-7%	-25%
CSc1nc2sc3c(c2c(=O)n1-c1ccc(C)c(Cl)c1)CCN(C(C)=O)C3
  .	8%	?
CC(=O)c1ccc(NC(=O)CO/N=C(\C)c2cccs2)cc1
  0%	-3%	-2%
Nc1nc(-c2ccccc2)c(-c2ccccc2)s1
  5%	0%	0%
CCS(=O)(=O)N1CCC2(CC1)OCCN2S(=O)(=O)c1ccc(C)cc1
  -9%	-1%	-5%
Cc1ccc(S(=O)(=O)NC(C)(C)CSc2nnc(N)s2)cc1
  -5%	-1%	-8%
CC(CN1CCCCC1)NC(=O)c1cccs1 (stereo not drawn)
  -1%	-12%	0%
O=C(NNS(=O)(=O)c1ccccc1)c1cccs1
  2%	0%	14%
Cn1c(-c2cccc(Br)c2)cnc1NCc1cccnc1
  -5%	-5%	?
COc1cc(/C=N/NC(=S)Nc2cccnc2)cc(OC)c1O
  -20%	-14%	0%
Cc1c(C(=O)N2CCN(S(=O)(=O)c3ccc(F)cc3)CC2)oc2ccccc12
  -15%	-7%	?
O=C(COc1cccc2c1CCNC2=O)Nc1cccc(C(F)(F)F)c1
  2%	8%	8.2µM*
CCOC(=O)c1[nH]c2c(c1Cc1ccccc1OC)C(=O)CC(c1ccccc1)C2 (stereo not drawn)
  .	-3%	?
O=C(Nc1cccc(F)c1)c1ccc(S(=O)(=O)N2CCCC2)cc1
  0%	-2%	?
CN=C1S/C(=C\c2ccc(OCC(=O)OC)c(OC)c2)C(=O)N1C
  2%	5%	-11%
COC(=O)c1c[nH]c(=S)n1Cc1ccccc1
  .	10%	7%
NC(=O)NCc1cccnc1
  -1%	0%	21%
O=C(CN1C(=O)C2(SCC(=O)N2c2ccc(F)cc2)c2ccccc21)NCCc1ccccc1 (stereo not drawn)
  .	-15%	?
CCOC(=O)c1c(C)[nH]c(C(=O)COC(=O)C23CC4CC(CC(Cl)(C4)C2)C3)c1C
  -22%	-9%	-28%
CCC(C)c1ccc(OCC(=O)Nc2ccc3[nH]c(=O)[nH]c3c2)cc1 (stereo not drawn)
  23%	1%	-1%
O=C(Cc1ccc(Cl)cc1)Nc1cccc(S(=O)(=O)Nc2ccccc2F)c1
  5%	-12%	-7%
COc1ccc2c(c1)c1c(c(=O)n(-c3ccc(C)cc3)c(=O)n1CC(=O)N1CCCC1)n2C
  .	18%	16µM*
NC(=O)c1ccc(NC(=O)COC(=O)c2n[nH]c3ccccc23)cc1
  .	3%	16%
CC#CCCCC(=O)Nc1cc(OC)nc(OC)n1
  -2%	-16%	5%
Cc1ccccc1S(=O)(=O)Cc1ccc(C(=O)N(C)C2CCCCC2)o1
  9%	5%	?

# Reformatted: results already given
CN=C1S/C(=C\c2ccc(OCC(=O)OC)c(OC)c2)C(=O)N1C
  N370S GC = 2% | FEN1 inh = 5% | TDP1 cell CPT = -11%
Cc1ccc(S(=O)(=O)N/N=C/c2ccc(O)c(O)c2)cc1[N+](=O)[O-]
  N370S GC = 20% | FEN1 inh = 18% | TDP1 cell CPT = ?
O=C(CN1C(=O)C2(SCC(=O)N2c2ccc(F)cc2)c2ccccc21)NCCc1ccccc1 (stereo not drawn)
  N370S GC = . | FEN1 inh = -15% | TDP1 cell CPT = ?
C/C(=N\O)c1ccc(Cl)cc1Cl
  N370S GC = -6% | FEN1 inh = 5% | TDP1 cell CPT = 5%

# Next results follow.
# Order of results – N370S GC	FEN1 inh	TDP1 cell CPT
Cc1cc(C)c2c(=O)n(CC(=O)NC3CCCC3)sc2n1
  7%	?	2.9µM*
O=C(Nc1ccccc1C(=O)NCCCN1CCOCC1)c1ccc(F)cc1F
  0%	3%	-2%
O=C(c1ccc(F)cc1F)N(Cc1ccccn1)Cc1ccco1
  1%	-3%	-22%
CN(C)c1ncnc2ccc(-c3cccc(C#N)c3)cc12
  20%	.	26µM*
Cc1ccc(C)c(OCCC(=O)Nc2cc(S(=O)(=O)N3CCCCC3)ccc2C)c1
  .	-12%	?
COc1cc(C(=O)Nc2sc(C(=O)N3CCOCC3)c(C)c2C#N)cc(OC)c1OC
  4%	-3%	-8%
O=c1oc2ccc(C#CC3(O)CCCCC3)cc2cc1-n1cc(-c2ccccn2)nn1
  .	-18%	-29%
COC1=CC(=O)[C@@]2([C@@H]1O)[C@@H](Cl)C[C@]13C(OC)=C(OC)C(=O)C[C@]21CCN3C
  .	-15%	1%
CO[C@H]1O[C@@H]2O[C@@]3(C)CC[C@@H]4[C@@H](C)CC[C@@H]([C@H]1C)[C@@]24OO3
  .	12%	0.63µM*
CCc1cccc(NC(=O)CSc2nc3ccccc3nc2N2CCCCC2)c1
  .	-1%	12µM*
COc1ccc2[nH]c3c(=O)n(CCN4CCOCC4)cnc3c2c1
  -3%	-6%	4%
CCOc1cc(-c2c(C)c(C)nc(N)c2C#N)ccc1O
  2%	-6%	?
CCn1cc(C(=O)NC(C)CCc2ccccc2)c(=O)c2cc(S(=O)(=O)N(C)C)ccc21 (stereo not drawn)
  20%	11%	-16%
CC(=O)N1c2ccc(S(=O)(=O)NCC3CCC(C(=O)NCc4ccc(C)o4)CC3)cc2CC1C (stereo not drawn)
  2%	-6%	?
Cc1c(CCC(=O)O)c(=O)oc2c(C)c(OCc3cc4c(cc3Cl)OCO4)ccc12
  12%	-24%	0%
CC(C)OC(=O)CSc1nc(N)c(C#N)c(-c2ccco2)c1C#N
  -7%	5%	-24%
O=C(CN(C1CCCCC1)S(=O)(=O)c1ccc(Cl)cc1)NCc1cccnc1
  -20%	-3%	?
CCOc1ccc2[nH]cc(C(=O)O)c(=O)c2c1
  0%	-14%	0%
COC(=O)c1cc2c(n(Cc3ccccc3)c1=O)CCCC2=O
  .	-6%	-2%
Cc1ccc2nc(N3C(=O)C(O)=C(C(=O)c4ccc(C)o4)C3c3ccco3)sc2c1 (stereo not drawn)
  .	-17%	-4%
O=C(NCC1CCCO1)c1nn2c(C(F)(F)F)cc(-c3cccs3)nc2c1Cl (stereo not drawn)
  -5%	5%	2%
Cc1cc(C)c2c(=O)cc(CSCC(=O)Nc3ccccc3Cl)[nH]c2c1
  .	10%	-9%
Cc1cc(=O)n(Cc2ccccc2)c2ccccc12
  11%	-4%	?
COc1ccccc1N1C(=O)CC(N2CCN(c3ccc(F)cc3)CC2)C1=O (stereo not drawn)
  -1%	15%	-7%
CN(CCOc1ccccc1)CC(=O)Nc1cccc(C#N)c1
  -4%	11%	4%
CC(=O)Nc1ccc(CCc2nc3ccccc3[nH]2)cc1
  -4%	2%	-11%
COc1ccc(C(=O)NCc2nnc(SCC(=O)Nc3nnc(C)s3)o2)cc1OC
  8%	20%	-8%
CCCCc1cc(=O)oc2cc(OCC(=O)NCC3CCC(C(=O)O)CC3)ccc12 (stereo not drawn)
  0%	3%	?
CC(NC(=O)CNC(=O)c1sc2ccccc2c1Cl)c1ccc(S(N)(=O)=O)cc1 (stereo not drawn)
  18%	5%	-2%
CCCNC(=O)c1cc2cc([N+](=O)[O-])ccc2s1
  -14%	10%	-26%

# (list continues)
# Order of results – N370S GC	FEN1 inh	TDP1 cell CPT
CN(C)Cc1ccccc1-c1cncnc1NCc1cccs1
  10%	.	1%
CC(C)n1cc(C(=O)c2ccccc2O)cc(C#N)c1=O
  -4%	-16%	-23%
Cc1nn2c(C)c(C(=O)NC(C)c3ccccc3)cnc2c1-c1ccc(F)cc1 (stereo not drawn)
  .	0%	-6%
COC(=O)c1ccc(/C=N/NC(=O)C(=O)N2CCCCCC2)cc1
  -4%	-2%	-8%
O=S(=O)(c1ccccc1)N1CCCC1c1nc2ccccc2s1 (stereo not drawn)
  -2%	4%	?
COC(=O)[C@@H]1C[C@H]1[C@@H](NC(=O)c1ccccc1)c1ccccc1
  4%&-3%	14%	0%
Cc1cc(C)c(S(=O)(=O)Nc2cc(-c3cn4ccccc4n3)ccc2C)cc1C
  .	-9%	21µM*
O=C(COC(=O)Cc1ccccc1[N+](=O)[O-])NCc1ccc(F)cc1
  3%	-13%	-9%
O=C(O)c1cccc(NC(=O)c2cccc(S(=O)(=O)Nc3cccc(C(=O)O)c3)c2)c1
  .	1%	-3%
C=CCNC(=O)CN(Cc1ccccc1)S(=O)(=O)c1ccccc1
  8%	-16%	-23%
O=C(Nc1ccc2nc(-c3ccco3)[nH]c2c1)c1ccco1
  1%	-4%	?
C/C(=N\OCC(=O)Nn1c(=O)[nH]c2ccccc2c1=O)c1cccs1
  -9%	9%	-5%
Cc1ccc(S(=O)(=O)c2nc(-c3ccccc3Cl)oc2N(C)C)cc1
  -5%	10%	7.3µM*
Cc1ccc(Cl)cc1NC(=O)c1cc(NC(=O)CCCC(=O)O)ccc1N1CCCCC1
  -20%	3%	20%
COC(=O)c1ccc(Cn2cc(Cl)cn2)cc1
  -1%	-8%	-12%
O=C(Nc1ccc(F)c([N+](=O)[O-])c1)c1ccc2c(c1)OCCO2
  5%	0%	9%

# Source: PubChem
